Bioassay records (PubChem BioAssay)
CIT2 TOR yeast = modulators of CIT2-GFP expression in yeast, primary screen, S. cerevisiae, GFP fusion, multiplex flow cytometry, MLPCN library; S. cerevisiae CIT2-GFP strain, 3 h; 100 means same as DMSO wells; GFP response vs DMSO, % at 10 µM; AID 2029, 2009; 0.065% of 320,000 active;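 active = GFP response relative to DMSO above a set limit, near the screen mean plus 3 SD, cut at about 150% in these data; inconclusive = Fewer than 70 cells measured for a yeast strain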;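 note: ratio of well median GFP fluorescence to mean of DMSO wells on the plate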
AGP1-GFP MLPCN = modulators of AGP1-GFP expression in yeast TOR pathway, primary screen, cell-based, multiplex flow cytometry, S. cerevisiae, MLPCN library. AID 2066, 2009. GFP response vs DMSO, % at 10 µM. 0.02% of 320,000 active. 3 h; GFP as percent of DMSO wells;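 active = GFP response relative to DMSO above a set limit, near screen average plus 3 SD, cut at about 150% in these data; inconclusive = fewer than 70 cells counted for the yeast strain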;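 note: median GFP channel fluorescence of the gated AGP1 strain per well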
GRK2 inh = compounds blocking aptamer binding on GRK2 – biochemical, human GRK2, bead flow cytometry, HTS, primary screen; AID 488847, 2010; FAM-aptamer displacement from GRK2; Beta-adrenergic receptor kinase 1 (Homo sapiens), P25098; 0.59% of 330,000 active; inhibition of aptamer binding, % at 10 µM;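 active = inhibition of aptamer binding above 40%, roughly 3 SD of noise, on plates passing a quality check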;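 note: median bead fluorescence of bound FAM aptamer so fluorescent compounds give negative values; no value below 0 was filed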
LAP4-GFP MLPCN = modulators of LAP4-GFP expression in yeast, primary screen, S. cerevisiae, multiplex flow cytometry, MLPCN library; GFP response vs DMSO, % at 10 µM; 0.34% of 320,000 active; AID 2023, 2009; 3 h; median GFP as percent of DMSO wells;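 active = GFP response vs DMSO above a set limit, about the screen mean plus 3 SD, cut at about 150% in these data; inconclusive = under 70 cell events counted for the yeast strain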
MEP2 TOR yeast = modulators of MEP2-GFP levels in yeast, primary screen, S. cerevisiae, multiplex flow cytometry, MLPCN library. S. cerevisiae MEP2-GFP strain, 3 h; 100% = DMSO control level. GFP response vs DMSO, % at 10 µM. 0.51% of 330,000 active;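 active = GFP response versus DMSO above a set limit, roughly screen mean plus 3 SD, cut at about 180% in these data; inconclusive = fewer than 70 cells counted for a yeast strain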;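 note: median GFP fluorescence of the barcode-gated MEP2-GFP cells per well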
GASC-1 inh = inhibitors of GASC-1 histone demethylase, primary screen, biochemical, fluorescence, DELFIA europium. 0.069% of 330,000 active. inhibition, % at 2.35 µM. GST-JMJD2C(1-420) H3K9me3 demethylation;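 active = more than half of a compound's replicate wells show inhibition beyond 50%, single wells judged on their own value; inconclusive = some, but no more than half, of replicates pass 50% inhibition; inactive = no replicate passes 50% inhibition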;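 note: signal counts dimethyl H3K9 product captured on neutravidin plate; 0% = median of DMSO wells and 100% = 0.3 times that DMSO median; strong numbers were not always called active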
VLA-4 inh = inhibition in human VLA-4 binding assay, primary screen, VLA-4 allosteric modulator project, MLPCN library, flow cytometry, VLA-4 expressing cells; ligand binding flow cytometry; Integrin alpha-4 (Homo sapiens), P13612; 0.2% of 330,000 active; inhibition, % (about 7 µM as worked out from the volumes in the protocol); in the data active = inhibition above about 50%
Target sequence (P13612 whole entry, looked up): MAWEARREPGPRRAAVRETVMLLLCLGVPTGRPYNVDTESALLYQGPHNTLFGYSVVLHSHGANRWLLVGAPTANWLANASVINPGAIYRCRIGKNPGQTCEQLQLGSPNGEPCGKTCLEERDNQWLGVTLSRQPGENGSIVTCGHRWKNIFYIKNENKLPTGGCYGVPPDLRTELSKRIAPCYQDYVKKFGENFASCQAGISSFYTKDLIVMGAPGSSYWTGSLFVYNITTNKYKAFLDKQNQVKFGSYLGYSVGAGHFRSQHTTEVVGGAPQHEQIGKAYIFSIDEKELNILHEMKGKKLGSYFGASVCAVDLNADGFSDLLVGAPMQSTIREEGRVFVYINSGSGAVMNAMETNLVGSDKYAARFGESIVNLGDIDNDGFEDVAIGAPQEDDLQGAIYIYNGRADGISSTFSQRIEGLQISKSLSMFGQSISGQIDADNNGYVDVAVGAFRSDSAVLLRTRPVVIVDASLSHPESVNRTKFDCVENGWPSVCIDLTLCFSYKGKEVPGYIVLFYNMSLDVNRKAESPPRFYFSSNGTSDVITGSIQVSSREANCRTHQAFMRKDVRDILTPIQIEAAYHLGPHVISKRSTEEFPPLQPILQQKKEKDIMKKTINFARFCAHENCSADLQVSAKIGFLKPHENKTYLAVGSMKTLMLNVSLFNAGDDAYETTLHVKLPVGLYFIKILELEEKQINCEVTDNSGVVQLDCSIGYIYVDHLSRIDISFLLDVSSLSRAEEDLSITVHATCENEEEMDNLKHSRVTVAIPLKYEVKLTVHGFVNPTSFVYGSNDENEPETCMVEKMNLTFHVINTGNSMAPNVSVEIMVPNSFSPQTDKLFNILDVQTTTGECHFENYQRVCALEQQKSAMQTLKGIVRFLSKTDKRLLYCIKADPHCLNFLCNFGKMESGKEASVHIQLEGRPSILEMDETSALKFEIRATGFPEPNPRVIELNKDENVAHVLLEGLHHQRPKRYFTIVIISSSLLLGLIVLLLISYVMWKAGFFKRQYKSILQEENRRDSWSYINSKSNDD
RPL19A-GFP yeast = RPL19A-GFP expression modulators in yeast, primary screen, cell-based, S. cerevisiae, multiplex flow cytometry, MLPCN. 0.3% of 330,000 active. percent response vs DMSO, % at 10 µM. S. cerevisiae RPL19A-GFP strain, 3 h; hits give low values. AID 2025, 2009;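 active = percent response vs DMSO below 50%; inconclusive = fewer than 70 events counted for the yeast strain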;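 note: median channel GFP fluorescence of the barcoded RPL19A-GFP strain; ratio of sample median GFP to plate DMSO average so 100% = DMSO; lower means less RPL19A-GFP as with rapamycin TOR inhibition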
Active calls of the source: *; ? = inconclusive; . = no result given; [ ] = remark or other dose.

Results follow in this order: CIT2 TOR yeast, AGP1-GFP MLPCN, GRK2 inh, LAP4-GFP MLPCN, MEP2 TOR yeast, GASC-1 inh, VLA-4 inh, RPL19A-GFP yeast
1. NC(=O)c1c(NC(=O)CCCn2cnc([N+](=O)[O-])n2)sc2c1CCCC2
 : 97, 107, 2, 106, 95, 1, 3, 94
2. CCOCCCNC(=S)Nc1ccc2nc(N3CCOCC3)cc(C)c2c1
 : 88, 82, 2, 101, 107, -4, 16, 104
3. Cc1nc2nc(-c3ccco3)[nH]n2c(=O)c1C
 : ., 99, 3, 93, 98, 4, 7, 100
4. Cc1cc(-c2csc(N)n2)c(C)n1CCc1ccccc1
 : 93, ., 0, 104, 97, -3, -26, 96
5. O=C(O)CCNC(=O)/C(=C\c1ccco1)NC(=O)c1ccco1
 : 102, 100, 0, 102, 108, 13, 24, 103
6. COc1ccc(C(=O)O)cc1NC(=S)NC(=O)Cc1ccc(Cl)cc1
 : 100, 95, 3, 88, 107, 1, 5, 106
7. Cc1ccc(S(=O)(=O)N2CCN(Cc3nc4ccccc4[nH]3)CC2)cc1C
 : 93, 89, 0, 93, 93, -3, -11, 89
8. Cc1ccc(CNC(=O)C(NS(=O)(=O)c2cccc3nsnc23)c2ccccc2)cc1 (stereo not drawn)
 : 108, 102, 8, 100, 108, 17, 1, 103
9. COc1ccc(NC(=O)CN(C)C(=O)c2cn(-c3ccccc3)nc2-c2ccc(OC)cc2)cc1
 : 88, 105, 0, 108, 101, -3, 8, 106
10. CC(=O)c1c(O)cc(=O)n(-c2ccccc2)c1-c1ccc(Cl)cc1
 : 89, 94, 1, 98, 106, -9, -6, 101
11. C=CCOc1ccc(CN(C)c2ccc(S(=O)(=O)N3CCN(C)CC3)cc2[N+](=O)[O-])cc1
 : 101, 100, 0, 100, 102, 6, 6, 98
12. CCN(CC(=O)NCc1ccc(Cl)cc1)C(=O)/C=C/c1cccs1
 : 91, 94, 2, 93, 87, -19, 6, 92
13. CCOc1ccc(-n2c(-c3ccccc3)c[nH]c2=S)cc1
 : 109, 101, 0, 96, 106, -4, 4, 105
14. O=C(NCCCN1CCCC1=O)c1csc2ccccc12
 : 100, 105, 1, 106, 102, 2, 4, 100
15. Cc1ccnc(NC(=O)c2ccc(Cl)c(S(=O)(=O)N3CCCC3)c2)c1
 : 111, 109, 1, 104, 100, 2, 17, 100
16. Cc1ccc(SCc2cc(=O)n3[nH]cnc3n2)cc1
 : 103, 105, 5, 101, 107, 8, 2, 101
17. O=C1c2ccccc2C(Nc2cccnc2)N1Cc1ccc2c(c1)OCO2 (stereo not drawn)
 : 103, 104, 3, 102, 103, 2, 2, 100
18. COc1ccc(Cl)cc1NC(=O)CN(C)C(=O)CN1C(=O)NC2(CCCC2)C1=O
 : 96, 100, 5, 99, 108, ?, 7, 102
19. COC(=O)C1=C(CSCc2ccco2)NC(=O)NC1c1cc(C)ccc1C (stereo not drawn)
 : 86, 97, 1, 78, 97, -20, 8, 97
20. COc1ccc(S(=O)(=O)N2CCCC(C(=O)N3CCCC3)C2)cc1OC (stereo not drawn)
 : 74, 90, 0, 89, 89, 27, -1, 84
21. COCCCN1C(=O)N(c2ccccc2)C(=O)C1CC(=O)Nc1ccc(F)cc1 (stereo not drawn)
 : 98, 95, 2, 92, 94, -1, 5, 98
22. O=C(CN1N=C(c2ccccc2)CCC1=O)NCc1cccs1
 : 114, 115, 0, 110, 106, 0, 0, 98
23. CCCn1c(SCCC(=O)O)nc2ccccc21
 : 106, 104, 4, 103, 100, 46, 5, 98
24. Cc1ccc(S(=O)(=O)N2CCC(C(=O)OC(C)C(=O)NC3CCCCC3C)CC2)cc1 (stereo not drawn)
 : 92, 104, 2, 108, 102, 7, 9, 101
25. Cc1cccc(-c2nc(CC(=O)Nc3cccc(S(=O)(=O)NC4=NCCC4)c3)cs2)c1
 : 104, 104, 0, 101, 100, ., -16, 102
26. COc1ccc(-n2c(-c3ccc(Br)cc3)c[n+]3c2SC(C)C3)cc1 (stereo not drawn)
 : 122, 111, 0, 98, 104, -5, -5, 100
27. CCOc1ccc(-n2c(C)c(C(C)=O)c3cc(O)ccc32)cc1
 : 116, 115, 0, 102, 113, 0, -9, 116
28. Cn1c(=O)c2c(ncn2CC(=O)OCC(=O)Nc2ccc(F)cc2F)n(C)c1=O
 : 98, 102, 0, 105, 97, ., 6, 97
29. O=C(O)c1ccccc1C(=O)c1cccs1
 : 101, 102, 0, 101, 107, 0, 15, 102
30. Cc1cccc(C)c1OCC1CNC(=O)O1 (stereo not drawn)
 : 93, 94, 0, 96, 96, -14, 28, 97
31. Cc1nc(NC(=S)NC(=O)c2ccccc2)sc1C
 : 99, 95, 0, 97, 104, -16, -6, 98
32. Cn1c(SCc2nc(-c3ccccc3)no2)nnc1-c1cccs1
 : 82, 89, 0, 94, 102, -12, -12, 99
33. CCN(CC)c1ccc(/C=N\N2CCN(Cc3ccc(C)cc3)CC2)cc1
 : 97, 89, 0, 87, 94, -4, 0, 90
34. Cc1cccc(NC(=O)Cn2cccc2)c1
 : 94, 100, 0, 99, 104, -2, 0, 97
35. CCCCCCC(=O)N/N=C/c1ccco1
 : 99, 98, 0, 90, 100, -2, 4, 107
36. CC(C)(C)c1nnc(SCC(=O)Nc2ccc(N3CCCCC3)cc2)n1N
 : 101, 100, 0, 96, 98, -5, 10, 100
37. CCCCN(C)CCN1C(=O)C2C(C(=O)Nc3ccc(OC)cc3)C3C=CC2(O3)C1C(=O)NC1CCCCC1 (stereo not drawn)
 : 99, 99, 2, 91, 110, -13, -3, 104
38. COc1cccc(N=Cc2c[nH][nH]c2=O)c1
 : 99, 112, 0, 119, 101, 5, -8, 105
39. O=C(NS(=O)(=O)Nc1ccccc1)C1=C(N2CCCC2)COC1=O
 : 90, 93, 1, 105, 94, ., 4, 93
40. O=c1cc(Cc2ccccc2)[nH]c(=S)[nH]1
 : 112, 101, 1, 96, 108, -6, 0, 105
41. O=C(Nc1ccncc1)c1ccccc1Cl
 : 95, 101, 0, 94, 91, -8, 8, 100
42. O=C(Nc1ccccc1Oc1ccccc1)c1cnccn1
 : 107, 90, 0, 84, 94, -5, 10, 96
43. N#Cc1ccc(OS(=O)(=O)c2ccc(-c3ccon3)s2)cc1
 : 99, 79, 7, 105, 101, 10, 4, 101
44. COC(=O)c1[nH]c2ccc(C)cc2c1NC(=O)C(C)N1CCN(C2CCCCC2)CC1 (stereo not drawn)
 : 104, 34, 0, 102, 128, 4, 4, 97
45. Cc1ccc(C(=O)NCCCNC(=O)COc2ccc(Cl)cc2)cn1
 : 104, 102, 0, 94, 107, 8, 4, 102
46. Cc1cc(=O)oc(C)c1C(=O)NCCCN1C(C)CCCC1C (stereo not drawn)
 : 102, 92, 0, 102, 104, 1, 1, 101
47. Cc1c(C#N)c(N)nc2c3c(sc12)NC(=O)CC3c1ccccc1 (stereo not drawn)
 : 98, 98, 4, 90, 103, -1, 0, 103
48. Cc1ccc(SCC(=O)NC(=O)c2ccc(S(=O)(=O)N(C)C)cc2)cc1C
 : 101, 99, 1, 90, 103, -1, 1, 100
49. COCCCN1C(=O)/C(=C\c2ccc3c(c2)OCO3)C(C(=O)OC)=C1C
 : 74, 90, 0, 105, 103, ., 18, 92
50. COC(=O)c1ccc(C2=NOC(C)(c3nnc(-c4cccc(Cl)c4)o3)C2)cc1 (stereo not drawn)
 : 93, 96, 2, 125, 101, 55, 4, 92
51. COc1ccc(OC)c(NC(=O)N[C@@H](Cc2ccccc2)C(=O)O)c1
 : 104, 105, 14, 108, 105, 3, 11, 103
52. O=[N+]([O-])c1ccc(N2CCN(S(=O)(=O)c3ccccc3)CC2)c2cccnc12
 : 84, 90, 0, 103, 88, -12, -4, 87
53. Cc1ccc(-c2nnc(COc3cccc(-n4cnnn4)c3)o2)cc1
 : 100, 103, 4, 94, 97, -7, -4, 101
54. CCOC(=O)c1c(S(=O)(=O)Nc2ccc(C)c(F)c2)c(C)n(C)c1C
 : 100, 100, 0, 92, 106, 4, 2, 98
55. Cc1c(CCOC(=O)c2ccc(Cl)cc2Cl)sc[n+]1CC(=O)c1ccc(Br)cc1
 : 111, 104, 0, 110, 114, -8, 40, 104
56. C/C(=N\NC(=O)c1ccccc1O)C1C(=O)c2ccccc2C1=O
 : 74, 78, 2, 125, 89, 18, -5, 108
57. Cc1ccccc1-n1c(C)n[nH]c1=S
 : 102, 108, 0, 97, 104, -4, -13, 100
58. CC(C)C(=O)Nc1ccc(C(=O)NN2C(=O)c3ccccc3C2=O)cc1
 : 81, 102, 2, 115, 145, 5, 6, 106
59. Cc1ccc(CNC(=O)CN(c2cccc([N+](=O)[O-])c2)S(=O)(=O)c2ccccc2)cc1
 : 107, 107, 4, 100, 103, 1, -9, 108
60. COCCNC(=O)CN1CCN(Cc2cccc(Cl)c2)C1=O
 : 101, 94, 0, 103, 88, -15, -14, 95

Continued.
Results follow in this order: CIT2 TOR yeast, AGP1-GFP MLPCN, GRK2 inh, LAP4-GFP MLPCN, MEP2 TOR yeast, GASC-1 inh, VLA-4 inh, RPL19A-GFP yeast
61. COc1cccc(C(=S)N2CCOCC2)c1OS(=O)(=O)c1ccc(Cl)cc1
 : 100[may fluoresce green], 102[may fluoresce green], 6, 102[may fluoresce green], 102[may fluoresce green], -3, -26, 102[may fluoresce green]
62. CCOCCOC(=O)C1=C(C)NC(=O)NC1c1ccc2c(c1)OCO2 (stereo not drawn)
 : 106, 102, 1, 88, 111, 4, 4, 104
63. CCCC1CCc2c(sc(NC(=O)c3cccs3)c2C(N)=O)C1 (stereo not drawn)
 : 102, 103, 2, 97, 100, 0, 22, 98
64. COCCNC(=O)c1onc(CSc2cc(C)cc(C)c2)c1C(=O)O
 : 97, 98, 4, 96, 102, 1, 5, 99
65. O=C(CSc1nnc2ccc(-c3ccccc3)nn12)NCC1CCCO1 (stereo not drawn)
 : 100, 98, 0, 100, 102, 9, 8, 100
66. Cc1cc(C)cc(C(=O)NCC(=O)OCC(=O)N2CCN(S(=O)(=O)c3ccc4ccccc4c3)CC2)c1
 : 100, 100, 2, 102, 99, 3, 9, 107

Outcome played no part in choosing rows, and some 1.7% of all compounds hit somewhere here.
